LGR2 antag = inhibitors of bursicon-induced Drosophila LGR2 receptor cAMP signaling | 0.35% of 380,000 active | AID 720647 | HEK293 LGR2, CRE-luciferase, bursicon-stimulated, 4 h | inhibition, % at 9.99 µM;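 active = drop in luminescence signal, shown as inhibition above about 50% in the replicate tests, limit read from the data, passing the limit was not always enough; inconclusive = probably only some replicates passing the limit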;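 also: agonist challenge used bursicon conditioned medium at about half maximal strength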
esBAF inh = blocks esBAF chromatin remodeling in mouse ES cells; Bmi1-luciferase knock-in reporter, 24 h; 100% = twice the neutral-well signal; reporter increase, % at 12.5 µM; 2% of 350,000 active; AID 602393; in the data active = activation above about 40%; inconclusive = no clear call, values can overlap the other calls;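 also: 0% = median of the plate's neutral control wells and 100% = double that signal; a rise in the Bmi1 reporter signal indicates esBAF inhibition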
FN deposition inh = fibronectin deposition inhibition | AH1F fibroblasts, Alexa488-fibronectin deposition fluorescence, overnight | inhibition, % at 12.6 µM | 0.086% of 350,000 active;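 active = mean inhibition across replicates of 30% or more, regardless of how many single replicates reach that level; inconclusive = mean under 30% yet at least half of replicates reach 30%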;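 also: positive control wells lacked labelled fibronectin entirely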
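Material: AH1F fibroblasts assembling fluorescent fibronectin matrix; amount: 10000 AH1F cells/well; medium: DMEM, 2% serum; reagent: Alexa488-fibronectin, 24 nM final in well; dosing: single compound dose, delivered by pin transfer; incubation: 1 h adhesion, overnight exposure; detection: fluorescence after three HBSS washes, excitation 485 nm, emission 525 nm; measure: fibronectin deposition inhibition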
CASP6 VEID inh = inhibitors of human caspase-6. P55212. purified caspase-6, Z-VEID-R110 cleavage fluorescence. inhibition, % at 12.5 µM. 0.53% of 350,000 active. AID 686996;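 active = mean inhibition across replicates at least about 35%, with every replicate also reaching that limit, limit read from the data; inconclusive = only one of the two criteria met; inactive = neither criterion met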;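 also: 0% = median of neutral control wells and 100% = no fluorescence left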
Target sequence (P55212 24-179 limits assumed): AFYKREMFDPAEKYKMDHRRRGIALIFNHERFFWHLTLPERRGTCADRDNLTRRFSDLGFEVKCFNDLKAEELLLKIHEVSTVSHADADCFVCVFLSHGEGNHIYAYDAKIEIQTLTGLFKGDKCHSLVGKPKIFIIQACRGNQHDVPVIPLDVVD
Target sequence (P55212 194-293 limits assumed): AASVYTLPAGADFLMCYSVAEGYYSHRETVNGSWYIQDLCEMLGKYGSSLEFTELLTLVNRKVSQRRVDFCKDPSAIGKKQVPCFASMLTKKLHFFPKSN
S100A4 inh HTS = S100A4-myosin IIA interaction inhibition; P26447; S100A4/TAMRA-MyoIIA peptide fluorescence polarization; inhibition, % at 10.7 µM; 0.14% of 360,000 active; AID 652163;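 active = mean inhibition of at least 70% across replicates, with every replicate also reaching that level; inconclusive = mean inhibition reaches 70% but some replicates fall short; inactive = mean inhibition below 70%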
Target sequence (P26447 whole entry, looked up): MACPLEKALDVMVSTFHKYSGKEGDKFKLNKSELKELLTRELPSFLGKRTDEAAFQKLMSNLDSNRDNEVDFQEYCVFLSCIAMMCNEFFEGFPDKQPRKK
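Test system: S100A4 monomer protein; Medium: HEPES pH 7.2 with CaCl2, KCl, NaCl, DTT, Triton; Probe or stimulus: TAMRA-labelled myosin IIA heavy-chain peptide probe, 5 nM; Doses: one dose per compound; Times: polarization read 5 min after assay mix addition, stable 5–60 min; Benchmarks: neutral control DMSO, positive control TFP.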
SIRT5 block = sirtuin-5 (human) deacylase inhibition | AID 652115 | inhibition, % at 15 µM | Q9NXA8 | 1.1% of 330,000 active | Purified SirT5, succinyl-peptide AMC, trypsin-coupled fluorescence; in the data active = inhibition above about 15%; inconclusive = no clear call, values can overlap the other calls
Target sequence (Q9NXA8 whole entry, looked up): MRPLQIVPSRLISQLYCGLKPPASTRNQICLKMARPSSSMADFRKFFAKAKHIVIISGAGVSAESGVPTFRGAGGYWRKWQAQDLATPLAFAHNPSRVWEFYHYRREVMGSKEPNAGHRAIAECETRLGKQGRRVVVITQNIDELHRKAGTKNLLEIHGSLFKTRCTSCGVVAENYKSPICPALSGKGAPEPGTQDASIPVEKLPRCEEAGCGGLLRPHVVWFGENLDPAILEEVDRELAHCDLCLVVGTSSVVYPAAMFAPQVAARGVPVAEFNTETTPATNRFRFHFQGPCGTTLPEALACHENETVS
C2C12 statin = suppressors of simvastatin-induced myotoxicity in C2C12 myotubes; ATP luminescence, 48 h; scaled: DMSO 0, geranylgeraniol control 100; 0.78% of 330,000 active; AID 602340; rescue of ATP level, % at 7.49 µM;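 active = mean ATP rescue above about 67%, or every replicate alone reaching that limit, limit read from the data, passing the limit was not always enough; inconclusive = no clear call, values can overlap the other calls; inactive = mean under the limit and some replicate under it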;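 also: myotubes were challenged with 10 µM simvastatin during compound exposure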
The depositor's hits bear a star; ? = inconclusive; · = not tested or not shown; & = joins results of further samples. These rows are one share of the data; rates above refer to the full screens.

SMILES | LGR2 antag | esBAF inh | FN deposition inh | CASP6 VEID inh | S100A4 inh HTS | SIRT5 block | C2C12 statin
Cc1ccc(-c2ccc3c(c2)O[C@H](CN(C)C(=O)NC(C)C)[C@@H](C)CN([C@H](C)CO)S3(=O)=O)cc1 | 21 | 0 | · | -1 | -5 | -4 | -36
CC(C)C(=O)NCCc1nc2ccccc2n1CCCOc1ccc(Cl)cc1 | 5 | 3 | · | · | · | · | 34
Cc1ccc(NC(=O)c2ccc3c(c2)CCN3S(C)(=O)=O)cc1 | -66 | 66* | 5 | -1 | -12 | 20* | -8
COc1ccc(N2CCN(Cc3nc4c(c(=O)n(C)c(=O)n4C)n3Cc3ccccc3C)CC2)cc1 | -16 | 0 | 2 | 0 | 6 | 0 | 1
CNC[C@H]1Oc2ccc(NC(=O)NC3CCCCC3)cc2C(=O)N([C@@H](C)CO)C[C@@H]1C | 12 | 4 | -7 | 1 | 3 | 6 | -20
COc1ccc(C#Cc2ccc([C@@H]3[C@H]4CN(S(=O)(=O)c5cn(C)cn5)CCCCN4[C@H]3CO)cc2)cc1 | 19 | 13 | · | · | · | · | 21
COc1ccc(NC(=O)CS(=O)CC(=O)Nc2ccc(-n3cnnn3)c(C)c2)cc1 (stereo not drawn) | 8 | -5 | 0 | 1 | 1 | -3 | -3
COc1cccc(S(=O)(=O)Nc2ccc3c(c2)[C@@H]2C[C@@H](CC(=O)NCc4cccc(F)c4)O[C@H](CO)[C@@H]2O3)c1 | 0 | 8 | 0 | -3 | 1 | 5 | 5
Cc1ccccc1S(=O)(=O)NCC[C@H]1CC[C@@H](NS(=O)(=O)c2ccccc2C)[C@@H](CO)O1 | -4 | 3 | · | -1 | 3 | -2 | 9
N#C/C(=C\C1=C(N2CCOCC2)C(=C\c2ccc(Cl)cc2)/CC1)C(=O)Nc1ccccc1F | -5 | · | 7 | 3 | 52 | -5 | ·
CCc1nc2c(OCc3ccc(OC(F)F)cc3)cccn2c1N(C)C(=O)c1cccs1 | 14 | 3 | · | 1 | -3 | 0 | 2
Cc1cc(C)nc(-n2nc(C)c(Br)c2Nc2ccc(Br)cc2)n1 | · | -11 | 14 | · | · | · | -4
C/C=C/c1cnc2c(c1)C(=O)N([C@H](C)CO)C[C@@H](C)[C@H](CN(C)C(=O)CN1CCOCC1)O2 | 6 | -1 | -11 | 4 | -4 | 0 | 5
Cc1noc(C)c1CSCC(=O)N(CCC(C)C)c1c(N)n(Cc2ccccc2)c(=O)[nH]c1=O | -4 | 8 | 3 | 1 | 7 | -2 | -1
CC(C)NC(=O)N(C)C[C@H]1Oc2c(NC(=O)C3CC3)cccc2C(=O)N([C@H](C)CO)C[C@H]1C | -7 | 0 | 0 | 2 | -15 | 2 | -37
C=CCNc1nnc(SCC(=O)N2CCC(C(N)=O)CC2)s1 | -1 | -6 | 8 | -3 | -10 | -3 | 9
CCOC(=O)C1(Nc2nccs2)Sc2ccccc2NC1=O (stereo not drawn) | · | -30 | 2 | · | · | · | -7
CC(=O)c1cnc(-c2cccc(Cl)c2)s1 | -55 | 27 | -1 | 3 | -5 | 7 | 20
COC(=O)c1cccc(NCN2C(=O)c3ccccc3C2=O)c1 | · | -10 | -8 | · | · | · | 5
Cc1ccccc1NC(=O)NNC(=O)c1ccc2ccccc2c1O | 5 | -8 | 6 | -1 | 3 | -1 | -3

3 compounds already listed, ordered by the number in S100A4 inh HTS, rising.
SMILES,LGR2 antag,esBAF inh,CASP6 VEID inh,S100A4 inh HTS,SIRT5 block
CC(=O)c1cnc(-c2cccc(Cl)c2)s1,-55,27,3,-5,7
Cc1ccccc1NC(=O)NNC(=O)c1ccc2ccccc2c1O,5,-8,-1,3,-1
Cc1noc(C)c1CSCC(=O)N(CCC(C)C)c1c(N)n(Cc2ccccc2)c(=O)[nH]c1=O,-4,8,1,7,-2

The listing continues:
SMILES | LGR2 antag | esBAF inh | FN deposition inh | CASP6 VEID inh | S100A4 inh HTS | SIRT5 block | C2C12 statin
O=C(C/C=N\OCc1ccc([N+](=O)[O-])cc1)Nc1ccc(F)cc1F | 8 | · | · | -2 | 3 | -5 | ·
COc1ccc(NC(=O)N(C)C[C@H]2Oc3ccc(NS(=O)(=O)c4ccc(Cl)cc4)cc3C(=O)N([C@H](C)CO)C[C@@H]2C)cc1 | -1 | 0 | -2 | 3 | -3 | 1 | ·
CCOC(=O)C1=C(C)c2ccccc2OC1C(=O)OCC (stereo not drawn) | -8 | -3 | · | 34 | 11 | -1 | 1
CCOC(=O)CSc1nc(N2CCOCC2)c2c(c1C#N)CC(C)(C)OC2 | -14 | -1 | 6 | 1 | -4 | -1 | -6
COc1ccc(S(=O)(=O)Nc2c(C)nc3nc[nH]n3c2=O)cc1 | ? | -5 | -20 | -1 | -2 | 0 | 2
COc1ccc(-c2cncnc2-c2ccc(OC)cc2O)cc1 | 10 | -9 | 6 | 2 | -3 | -2 | 12
Cc1ccc(OCC(=O)N2N=C(c3ccc(Cl)cc3)CC2c2ccco2)c([N+](=O)[O-])n1 (stereo not drawn) | 21 | · | 2 | 1 | -6 | 4 | ·
CCCN(C)C[C@@H]1OCc2cnnn2CCCC(=O)N([C@@H](C)CO)C[C@H]1C | 10 | -1&-3 | 5 | 4 | 4 | 2 | 20&-9
CC(=O)OCC1OC(OC(C)=O)C(NC(=O)c2cccnc2)C(OC(C)=O)C1OC(C)=O (stereo not drawn) | -5 | · | 2 | -1 | -1 | · | ·
COc1ccccc1-c1cn(CC[C@@H]2CC[C@H](NC(=O)c3ccccc3F)[C@H](CO)O2)nn1 | 1 | 0 | -4 | 3 | 10 | 0 | -1
C/C=C/c1ccccc1[C@@H]1[C@@H](C#N)N(C(=O)c2cccnc2)[C@@H]1CO | 2 | · | -3 | 1 | 5 | -4 | ·
Cc1ccccc1-c1ccc(C2[C@H]3CNC[C@@H]2N3S(=O)(=O)c2ccccc2C)cc1 (stereo partly drawn) | -8&0 | · | -12&2 | 2&3 | -19&-16 | 9&6 | ·
CC1(c2ccccc2)NC(=O)N(CC(=O)Nc2ccccc2C(=O)N2CCCCC2)C1=O (stereo not drawn) | 10 | 2 | -4 | 2 | -19 | 3 | -7
CN1CCN(/N=C/c2ccc(Br)cc2)CC1 | -17 | 40 | -3 | 0 | -1 | -3 | -11
CCc1cccc(NC(=O)CN2C(=O)NC3(CCCCCCC3)C2=O)c1 | -9 | -1 | 3 | · | · | · | 15
CC(=O)N1CCN(C(C(=O)Nc2c(C)cccc2C)c2cccc(F)c2)CC1 (stereo not drawn) | -8 | · | 0 | -5 | -6 | -1 | ·
CN1c2ccc(-c3ccc(F)cc3)cc2[C@H]2[C@H](CCN2C(=O)c2cccnc2)[C@@H]1CO | -1 | -10 | 23 | · | · | · | -9
CCN(C(=O)CSc1nnc(COc2ccccc2F)n1N)C1CCS(=O)(=O)C1 (stereo not drawn) | -8 | · | -11 | 5 | 1 | 3 | ·
CC(C)(C)c1ccc(C(=O)NCC(=O)OCN2C(=O)c3ccccc3C2=O)cc1 | · | 1 | -2 | · | · | · | -1
Cc1ccc2nc(NC(=O)CCNS(=O)(=O)c3cccs3)sc2c1 | · | 70* | 1 | · | · | · | 5
O=C(C[C@H]1CC[C@@H](NC(=O)c2cccnc2)[C@H](CO)O1)NCc1ccc(Cl)c(Cl)c1 | 18 | -3 | -13 | -1 | -2 | 0 | -7
CC1C(=O)N(Cc2ccc(F)cc2)c2ccccc2N1C(=O)c1c(F)cccc1F (stereo not drawn) | 19 | -11 | -10 | 3 | -4 | -2 | 4
O=C(/C=C/c1ccc([N+](=O)[O-])cc1)NCCSc1ccccc1 | -1 | 1 | · | · | · | · | -6
N=c1sccn1CC(=O)N1CCc2ccccc21 | · | -2 | 1 | · | · | · | -5
Cc1ncsc1CCC(=O)N1CCCC(Nc2ccc(F)c(F)c2)C1 (stereo not drawn) | -6 | -9 | 4 | 1 | -3 | 0 | -7
COc1cccc(NC(=O)COc2cccc3c2CCNC3=O)c1 | 3 | 1 | -4 | -2 | 1 | -2 | -1
CC(C)(C)OC(=O)[C@H](Cc1ccccc1)NC(=O)c1[nH]cnc1C(=O)Nc1ccccc1F | 16 | 1 | -2 | -1 | -2 | -5 | 6
CCCN1[C@H](C(=O)N[C@H](C)c2ccccc2)[C@@H](CO)[C@@H]2Cn3c(ccc(-c4ccc(F)cc4)c3=O)[C@@H]21 | -35 | 3 | · | 0 | -1 | 12 | 44
Cc1nc2c(ccc3nc(NC(=O)c4ccc(S(=O)(=O)N(C)C)cc4)sc32)s1 | -3 | 20 | · | -3 | -3 | -3 | -5
Cc1oc2ccc(OCc3ccccc3F)cc2c1C(=O)O | · | -2 | -8 | · | · | · | -4
CN(CC(=O)Nc1ccccc1Cl)C(=O)Cn1cc(C(F)(F)F)ccc1=O | 4 | -5 | 4 | 5 | 0 | 6 | -2
C[C@H]1CN([C@@H](C)CO)C(=O)c2cc(-c3cccnc3)cnc2O[C@H]1CN(C)C(=O)C1CCOCC1 | -5 | 3 | · | -1 | -15 | -3 | -5
COc1ccc(C2CC(=O)N3CN(Cc4ccco4)CSC3=C2C#N)cc1 (stereo not drawn) | · | 4 | -6 | · | · | · | -8
COc1ccccc1-c1ccc(SCc2ccc(F)cc2)nn1 | -30 | · | · | -1 | -5 | -3 | ·
CC(C)(C)S(=O)N1Cc2cn(Cc3ccccc3)c(=O)cc2[C@@H]1CCO (stereo partly drawn) | -10 | -3 | -1 | 1 | -15 | -9 | 2
COc1cccc(CN(C)C(=O)c2ccc(NC(=O)CC3SC(N4CCCC4)=NC3=O)cc2)c1OC (stereo not drawn) | -9 | · | 3 | 5 | 2 | -2 | ·
CN(CC(=O)Nc1cccc(F)c1)C(=O)c1ccc2c(c1)S(=O)(=O)N=C1CCCCCN12 | -11 | -1 | -9 | -5 | -2 | -11 | 4
CCc1ccc(NC(=O)CC2C(=O)N(c3ccc(OC)cc3)C(=O)N2CCOC)cc1 (stereo not drawn) | 10 | -4 | 1 | 2 | 3 | -2 | -10
CSc1nc2n(n1)C(c1cc(Br)ccc1F)C(C(=O)N(C)C)=C(C)N2 (stereo not drawn) | · | 1 | -3 | · | · | · | 5
CN1C[C@@H](O)COC[C@H]2O[C@@H](CC(=O)NC3CCC3)CC[C@@H]21 | -1 | 1 | -4 | · | · | · | -12
Cc1ccc(Nc2nc(N)nc(CN3CCN(Cc4ccc5c(c4)OCO5)CC3)n2)c(C)c1 | · | -4 | -12 | · | · | · | -11
O=S(=O)(Nc1cccc(-n2cnnn2)c1)c1cccc(Cl)c1 | -17 | · | 13 | 2 | 19 | 3 | ·
C[C@@H]1CCCCO[C@@H](CN(C)Cc2ccc(Cl)c(Cl)c2)[C@@H](C)CN([C@@H](C)CO)C(=O)c2cc(NC(=O)Nc3ccc4c(c3)OCO4)ccc2O1 | 12 | -3 | · | -2 | 1 | -2 | ·
COc1ccccc1/C=C/C=N/n1c(-c2n[nH]c3c2CCC3)n[nH]c1=S | 11 | · | 8 | -3 | -8 | -2 | ·
CCOC(=O)c1ccc(NC(=O)N(CC)CC)cc1 | · | -29 | 9 | · | · | · | -10
COc1cc2c(cc1OC)[C@@H](NC(=O)C(C)C)[C@H](O)C2 | -6 | -2 | · | 5 | -3 | -1 | 7
COc1ccc(Cl)cc1C(=O)NNC(=O)CN1C(=O)C2CC=CCC2C1=O (stereo not drawn) | -9 | -7 | 2 | 1 | -1 | · | 11
CN1c2ccc(-c3cccc(F)c3)cc2[C@H]2[C@H](CCN2C(=O)Cc2cccnc2)[C@@H]1CO | 18 | 8 | 7 | 0 | 1 | 0 | -4
